# From PubChem
# GSK3beta inhib = human GSK3beta kinase inhibition; GST-GSK3beta kinase, ADP-Glo luminescence, 60 min; hits give low values; P49841; 300,000 compounds, 0.038% hits; activity score (negative = inhibition), % at 10 µM;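 active = more than half of replicate wells score below -50%, meaning over 50% inhibition versus plate controls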;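 also: 0% = median DMSO wells and -100% = median GW8510 positive control wells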
# Target sequence (P49841 whole entry, looked up): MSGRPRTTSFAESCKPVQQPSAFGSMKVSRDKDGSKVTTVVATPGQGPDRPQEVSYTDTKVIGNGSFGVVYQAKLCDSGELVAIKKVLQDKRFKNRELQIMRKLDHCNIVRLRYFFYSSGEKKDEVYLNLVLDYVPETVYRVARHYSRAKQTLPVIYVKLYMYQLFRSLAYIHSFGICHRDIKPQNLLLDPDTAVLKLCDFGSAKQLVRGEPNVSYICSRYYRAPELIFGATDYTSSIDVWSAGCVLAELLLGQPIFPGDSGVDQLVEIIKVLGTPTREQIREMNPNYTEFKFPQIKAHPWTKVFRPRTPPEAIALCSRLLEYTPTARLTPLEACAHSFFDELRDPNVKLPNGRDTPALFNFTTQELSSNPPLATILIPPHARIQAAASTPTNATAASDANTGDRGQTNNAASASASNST
#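 Assay system: GST-fused GSK3beta enzyme, cell-free / Medium: Tris pH 7.5 buffer with MgCl2, DTT, BSA, heparin / Also added: peptide substrate plus 25 µM ATP (final) / Compound: 10 µM single point / Timing: kinase reaction with compound 60 min at room temperature / Detection: ADP-Glo luminescence / Benchmarks: DMSO neutral wells and GW8510 at 20 µM as positive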
# HSP90 refold inh = blocks HSP90-mediated luciferase refolding in reticulocyte lysate. Rabbit reticulocyte lysate, luciferase refolding luminescence, 3 h. inhibition, % at 5.6 µM. 290,000 compounds, 0.91% hits. AID 1789;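 active = inhibition above the screen-wide mean plus 3 SD, computed separately per campaign, cut at about 16% in these data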;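 also: 0% = DMSO wells and 100% = 60 µM geldanamycin wells; inhibitors lower the luminescence because luciferase stays unfolded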
# AI-2 QS modul = modulators of Vibrio harveyi AI-2 quorum sensing system | AID 2094 | 300,000 compounds, 0.4% hits | Vibrio harveyi JMH597 AI-2 luminescence/OD600 ratio, 9 h; hits give low values; strain lacks LuxN and CqsS sensors; 0 = neutral-control median | activity change, % at 7.5 µM; in the data active = activity change below about -75%, passing the limit was not always enough;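 also: luminescence divided by OD600 gain over 9 h not by final OD600 alone; inactives centre near 13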
# HSF1 inhib = HSF1 inhibition | NIH3T3-HGL HSE-luciferase, MG132-induced, luminescence 8 h; hits give low values | activity change, negative = inhibition, % at 7.5 µM (by protocol) | 300,000 compounds, 0.77% hits | AID 2098;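 active = more than half of replicate wells show activity change below -50%, luminescence cut by over half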;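 also: luciferase reports HSF-1 transcriptional activity via heat shock element; 0% = median of DMSO wells and -100% = zero luminescence signal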
# HIF act = HIF pathway transcriptional activation | activation, % at 7.5 µM (by protocol) | U2OS HRE-luciferase reporter, luminescence; normalized: DMSO 0%, desferrioxamine 100% | 300,000 compounds, 0.32% hits;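 active = mean activation of at least 10% of the iron chelator positive control signal, with at least half of replicates also reaching 10%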
# GSK3 alpha inh = blocks human GSK-3 alpha kinase. P49840. inhibition, % at 10 µM. 320,000 compounds, 0.1% hits. ADP-Glo luminescence, 60 min. AID 2650;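 in the data active = inhibition above about 50%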;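 also: GST-tagged GSK-3 alpha with peptide substrate and 25 µM ATP; 0% = DMSO neutral wells and 100% = GW8510 positive control wells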
# Target sequence (P49840 whole entry, looked up): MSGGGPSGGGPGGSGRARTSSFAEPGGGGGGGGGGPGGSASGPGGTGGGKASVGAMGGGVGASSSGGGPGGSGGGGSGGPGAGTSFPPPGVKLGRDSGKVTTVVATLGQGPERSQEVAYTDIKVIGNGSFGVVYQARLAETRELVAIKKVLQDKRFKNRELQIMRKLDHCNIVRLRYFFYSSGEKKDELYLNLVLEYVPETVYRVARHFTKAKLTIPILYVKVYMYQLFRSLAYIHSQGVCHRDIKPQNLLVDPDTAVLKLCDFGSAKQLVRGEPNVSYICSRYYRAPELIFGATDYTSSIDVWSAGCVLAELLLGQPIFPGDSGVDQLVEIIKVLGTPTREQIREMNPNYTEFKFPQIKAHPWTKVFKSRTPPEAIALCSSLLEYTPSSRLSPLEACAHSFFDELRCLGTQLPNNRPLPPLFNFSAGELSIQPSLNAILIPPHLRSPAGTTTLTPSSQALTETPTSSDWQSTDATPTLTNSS
# HSF-1 act = increases HSF-1 driven luciferase reporter signal | NIH3T3-HGL HSF-1 luciferase reporter, MG132, 8 h; 100% = twice DMSO control signal | activation, % at 9 µM | 300,000 compounds, 1.7% hits;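 active = mean replicate activation of at least 50% with a set share of replicates each reaching 50%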;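 also: 0% = median of the neutral control wells and 100% = twice that signal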
# KLF5 inhibitor = inhibitors of KLF5 expression. DLD-1 KLF5 promoter-luciferase reporter, luminescence. 290,000 compounds, 0.23% hits. inhibition, % at 5 µM;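 active = inhibition above a per-plate limit of that plate's mean compound inhibition plus 3 SD, cut at about 60% in these data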;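 also: 0% = DMSO wells and 100% = LY294002 at 200 µM; higher means less KLF5 promoter-driven luciferase light; inactives centre near -14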
# aSyn UTR inh = MLPCN primary screen, SNCA 5' untranslated region. alpha-synuclein 5'UTR reporter, inhibitor activity. inhibition, % (tested at 7.5 µM). 300,000 compounds, 0.82% hits. AID 1813; in the data active = inhibition above about 60%;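 also: H4 neuroglioblastoma cells stably carrying SNCA 5'UTR luciferase fusion; 0% = DMSO wells and 100% = positive control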
# IEC-6 cytotox = kills IEC-6 intestinal cells in KLF5 counter-screen; IEC-6 cytotoxicity, luminescence viability; inhibition, % at 5 µM; 290,000 compounds, 0.78% hits; AID 1825; in the data active = inhibition above about 22%;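 also: 0% = plate median of test compound wells and 100% = cytotoxic reference compound wells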
# * = called active by the depositor; · = not tested or not shown. Rows are unselected; 4.7% or so of the library scored in one or more.
SMILES,GSK3beta inhib,HSP90 refold inh,AI-2 QS modul,HSF1 inhib,HIF act,GSK3 alpha inh,HSF-1 act,KLF5 inhibitor,aSyn UTR inh,IEC-6 cytotox
NS(=O)(=O)c1cccc(NS(=O)(=O)c2ccc(/C=C/C(=O)O)cc2)c1,-1,-1,9,0,-1.6,-2,-2,-30,-4,-12
CCOC(=O)Cc1c(C)nc2c(-c3ccc(Cl)cc3)c[nH]n2c1=O,3,5,22,-13,-0.5,-8,-8,-7,-9,2
CCOc1cc(C)c(Cl)cc1S(=O)(=O)N(C)C,1,-3,-6,-2,-0.1,0,6,-7,15,2
CCCC(c1nnnn1C1CCCC1)N1CCN(c2ccccc2F)CC1 (centres undefined),·,2,·,·,·,-4,·,-12,·,0
O=C1c2cccc3cccc(c23)C(=O)N1CCc1ccccc1,-1,3,3,36,3.1,-1,59*,10,-246,9
COc1cccc(OCc2ccc(C(=O)NCC3CCCO3)cc2)c1 (centres undefined),0,2,27,-5,0.6,·,-8,2,0,-5
COCCN(C(=O)c1csnn1)C(C(=O)NC1CCCCC1)c1sccc1C (centres undefined),-6,2,27,2,0.5,1,10,-54,6,-1
Clc1nnc(NN=C2CCCC2)c2ccccc12,3,0,4,2,0.7,1,-22,-12,-194,8
O=C(CN1CCCc2ccccc21)N/N=C/c1ccc(O)cc1O,-3,11,30,-3,2.6,10,16,-6,-16,2
COc1ccc(C2CC(c3ccccc3OC(C)=O)=NN2C(C)=O)cc1 (centres undefined),0,2,·,3,3.1,1,40,-57,-79,-2
CC(NS(=O)(=O)c1ccc2c(c1)C(C)(C)C(=O)N2C)c1ccccc1 (centres undefined),1,-6,0,-10,-0.1,0,-12,-17,-6,-4
CCOC(=O)c1sc(/N=C/N(C)C)nc1C,3,2,11,0,0.7,-2,14,-6,-14,2
COc1ccccc1NC(=O)N(CCN1CCOCC1)Cc1cc2cc(C)cc(C)c2[nH]c1=O,-3,9,14,4,-0.4,1,-4,0,7,5
Cc1cccc(C)c1OCC(=O)Nc1ccccc1C(F)(F)F,-1,1,11,-1,-0.7,-3,-20,15,8,0
Cc1ccc(-n2c(-c3cnccn3)n[nH]c2=S)c(Br)c1,0,1,-20,-8,1.0,-1,-1,-6,-13,-4
COC(=O)c1ccc(CN2CCN(CC=C(C)C)C(CCO)C2)cc1 (centres undefined),1,-2,28,2,0.1,0,-8,-24,25,6
COc1ccc(NC(=O)Cn2c3ccccc3c3nc4n(c(=O)c32)CCS4)cc1OC,2,0,33,2,-0.7,2,0,-5,-8,3
Cc1cccn2c(CNC3CCCc4ccccc43)c(C(=O)N3CCCCC3)nc12 (centres undefined),3,2,-6,10,-1.1,-2,30,-30,-24,3
CCN(C(=O)c1ccc(N2CC3CC(C2)c2cccc(=O)n2C3)c(NC(=O)c2ccncc2)c1)c1cccc(C)c1 (centres undefined),-1,5,-4,0,0.1,2,0,-8,-4,1
COc1ccc(CCC(=O)NC(C)C)cc1,1,-4,1,-14,0.2,1,-24,19,-3,-3
C/C(=N/NC(=O)C1CCCCC1)c1ccc([N+](=O)[O-])cc1,4,8,14,5,-25,0,29,-12,-10,-5
Cc1cccc(S(=O)(=O)c2c(N)n(/N=C/c3ccccc3)c3nc4ccccc4nc23)c1,1,0,23,-1,-0.6,1,7,-18,-12,-6
Nc1nc(NCc2ccco2)nc(N2CCN(Cc3ccccc3)CC2)c1[N+](=O)[O-],-14,0,6,9,-1.1,-1,14,6,-3,-5
COc1ccc(Cl)c2sc(N(CCN(C)C)C(=O)CCS(=O)(=O)c3ccc(C)cc3)nc12,-3,·,15,4,0.6,0,7,·,-2,·
COc1cc(OC)cc(C(=O)NCC2CCCN(Cc3cccc(C(C)=O)c3)C2)c1 (centres undefined),5,5,10,-3,-1.4,-1,-6,-57,4,-2

# Pulled one by one from above:
SMILES,GSK3beta inhib,HSP90 refold inh,AI-2 QS modul,HSF1 inhib,HIF act,GSK3 alpha inh,HSF-1 act,KLF5 inhibitor,aSyn UTR inh,IEC-6 cytotox
O=C(CN1CCCc2ccccc21)N/N=C/c1ccc(O)cc1O,-3,11,30,-3,2.6,10,16,-6,-16,2
COCCN(C(=O)c1csnn1)C(C(=O)NC1CCCCC1)c1sccc1C (centres undefined),-6,2,27,2,0.5,1,10,-54,6,-1
COc1cccc(OCc2ccc(C(=O)NCC3CCCO3)cc2)c1 (centres undefined),0,2,27,-5,0.6,·,-8,2,0,-5
Cc1cccc(C)c1OCC(=O)Nc1ccccc1C(F)(F)F,-1,1,11,-1,-0.7,-3,-20,15,8,0

# New compounds follow.
SMILES,GSK3beta inhib,HSP90 refold inh,AI-2 QS modul,HSF1 inhib,HIF act,GSK3 alpha inh,HSF-1 act,KLF5 inhibitor,aSyn UTR inh,IEC-6 cytotox
O=C(CSc1ncnc2c1cnn2-c1ccc(F)cc1)NCC1CCCO1 (centres undefined),-29,4,14,-1,0.0,-2,-7,-15,-12,2
O=C(CCc1ccccc1)Nc1ncn[nH]1,0,2,4,-8,0.1,-2,-20,-31,11,6
Nc1ccc(C(=O)Nc2ccc(Nc3ccncc3)cc2)cc1,1,1,22,-3,1.1,0,0,-17,-12,2
CS(=O)(=O)Nc1ccc(C(=O)Nc2ccc3c(c2)OCO3)cc1,1,-5,29,5,0.6,0,13,-85,-60,0
CCOC(=O)c1c(NC(=O)C2=C(C)NC(=S)NC2c2ccccc2C(F)(F)F)sc(C)c1C (centres undefined),0,-2,47,16,0.3,·,32,1,17,-8
CN1CCN(S(=O)(=O)c2cccs2)CC1,0,4,16,-3,-0.6,-6,3,-31,-18,0
Cc1c([N+](=O)[O-])cc(C(=O)Oc2ccc(Br)cc2C(=S)N2CCCCC2)cc1[N+](=O)[O-],3,4,9,-3,0.3,-11,6,-22,15,0
O=C(NCCc1ccncc1)Nc1ccc(Cl)cc1,4,2,-5,3,0.3,-2,1,-20,-26,6
COc1ccccc1C(=O)Nc1nnc(S(=O)(=O)N2CCC(C)CC2)s1,1,-5,28,3,0.5,0,9,-4,2,-6
CCOC(=O)N1CCN(C(=O)C2CCC(=O)N(CCc3ccccc3)C2)CC1 (centres undefined),-5,1,5,12,0.1,3,32,-24,-8,-2
COCCn1c(C)cc2c(c1=O)C(c1ccccc1F)C(C#N)=C(N)O2 (centres undefined),2,-2,24,11,-0.2,0,4,2,3,1
O=C(NC(=S)N1CCN(c2ccccc2)CC1)c1ccc(S(=O)(=O)N2CCOCC2)cc1,2,5,31,·,·,-1,·,-3,26,4
O=C(c1ccc(S(=O)(=O)N2CCOCC2)cc1)N1CCN(c2cccc(Cl)c2)CC1,1,5,44,-4,0.0,0,-3,-11,-4,5
COc1ccc(CN2CC(C(=O)NCCc3ccc(C)cc3)CC2=O)cc1 (centres undefined),2,-3,-7,-4,-0.5,-1,6,-33,-21,-8
S=c1[nH]nc(Cc2ccccc2)n1-c1ccccc1,-3,-1,-7,-7,-0.4,6,-17,-40,12,-1
CCCN(/C=N/c1sc2c(c1C#N)CCCCC2)CCC,0,2,25,4,-23,-1,34,6,-40,-8
CN1CCN(C(=O)c2ccc(CSc3ccc(Cl)cc3)cc2)CC1,0,-1,8,3,-1.0,1,3,-7,-2,4
Cc1cc2nc(C)n(CCCNC(=O)Nc3cccc4ccccc34)c2cc1C,2,7,16,22,-4.3,-1,19,-40,2,1
CCOc1ccc(C(=O)Nc2ccccc2N2CCCC2)cc1,4,6,8,3,0.6,3,14,14,-28,2
O=C(COc1ncnc2cc([N+](=O)[O-])ccc12)NC1CCCCC1,-3,-1,41,7,0.0,-1,0,-6,-1,0
COc1cccc(NC(=O)COc2cc(O)c3c(c2)OC(C)(C)CC3=O)c1,1,2,6,4,2.6,-1,8,-58,-87,8
Cc1ccc(N2C(=O)/C(=C/c3ccco3)SC2=S)cc1,2,-4,11,12,0.7,-2,24,-36,-94,4
Cc1occc1C(=O)NNC(=O)C1CCCC1,-2,-1,9,-7,-0.4,2,5,-16,0,-4
O=S(=O)(NCCc1ccccc1)c1cnc(Cl)c(Br)c1,-2,6,11,1,0.5,·,5,-15,-2,6
CCN1CCCC1CNC(=O)Cn1cc2c(n1)CCC(C)C2 (centres undefined),-1,-2,27,-8,-0.2,·,3,-6,14,-4

# Continuation:
SMILES,GSK3beta inhib,HSP90 refold inh,AI-2 QS modul,HSF1 inhib,HIF act,GSK3 alpha inh,HSF-1 act,KLF5 inhibitor,aSyn UTR inh,IEC-6 cytotox
C#CCn1c(=NC(=O)c2sc3ccccc3c2Cl)sc2cc(S(N)(=O)=O)ccc21,-2,2,30,-4,-0.4,-2,4,3,-25,-7
COc1ccccc1NC(=S)N(Cc1ccc(Cl)cc1)CC1CCC(C(=O)O)CC1 (centres undefined),4,0,44,-6,0.5,-3,-1,-24,-14,-3
CC(=O)N1CCc2cc(S(=O)(=O)NCCC(=O)NC3CCCc4ccccc43)ccc21 (centres undefined),1,6,15,-1,0.1,0,31,-17,11,0
CCOc1cc(N2CCOCC2)c(OCC)cc1NC(=O)C1CCCC1,-5,1,28,-1,-1.0,0,-7,-53,20,0
CCOC(=O)C1(CCCc2ccccc2)CCN(CCCn2cccn2)CC1,2,-1,4,2,0.4,-6,-5,-22,10,-1
O=C(NCCCN1CCCC1=O)c1cccnc1,3,6,13,-9,-0.2,-2,5,19,-15,-10
Cc1ccccc1C(=O)NNC(=S)NC(=O)c1ccccc1,-2,4,2,18,0.1,-2,36,0,-16,10
Cc1ccc(Nc2nc3ccccc3s2)cc1,5,1,15,28,1.9,-2,60*,-158,-171,-1
CCn1c(C)cc2c(c1=O)C(c1ccncc1)C(C#N)=C(N)O2 (centres undefined),-2,6,6,2,-0.8,0,-10,-11,9,0
CSC(SC)=C(C(C)=O)C(=O)c1ccc(C)cc1,-1,0,12,12,0.8,-1,2,9,-1,-3
S=C(NCc1ccco1)N1CCN(c2ccccc2Cl)CC1,-3,3,18,46,1.3,-6,70*,-37,-21,0
O=C(C[n+]1cn(C(F)F)c2ccccc21)c1ccc(Br)cc1,2,3,-2,28,2.5,-2,29,-23,-58,2
Cc1cc(Cl)ccc1Oc1nc(-c2ccc(F)cc2)ccc1C#N,-2,3,31,0,-0.8,-1,4,2,27,7
CCS(=O)(=O)c1ccc(-c2cccc(NC(=O)c3ccco3)c2)nn1,1,·,14,-8,-0.4,-1,-1,·,-17,·
O=C(c1ccc(CS(=O)c2cccc(Cl)c2)o1)N1CCN(c2ccccn2)CC1 (centres undefined),4,-6,-3,15,1.2,1,14,9,10,4
O=C(Nc1cccc2c1CCCC2)c1ccc(Cl)c([N+](=O)[O-])c1,-5,-4,16,1,-1.4,-1,13,11,-20,6
O=C(Cc1ccccc1)Nc1nnc(SCC(=O)NC2CCCC2)s1,-4,-1,-3,-1,-0.3,-2,12,-18,7,-4
Cc1noc(C(=O)NCc2ccco2)c1Cl,1,-6,7,-9,0.1,-3,-1,-17,-19,-6
CCOC(=O)C1CCCN(CCSc2ccc(C)cc2)C1 (centres undefined),3,-1,22,16,0.1,-2,22,-41,5,6
CCc1ccccc1NC(=O)CCNS(=O)(=O)c1cc(Br)cnc1N,1,-3,15,0,0.1,0,-5,-16,19,-2
